# FLuc inh counter: counter-screen for luciferase assay inhibitors: firefly luciferase inhibition; P08659; ATPLite firefly luciferase biochemical luminescence, 10 min; inhibition, % at 10 µM; hit rate 1.5% among 200,000;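 active = inhibition above about 50% when tested at 10 µM, limit read from the data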
# Target sequence (P08659 whole entry, looked up): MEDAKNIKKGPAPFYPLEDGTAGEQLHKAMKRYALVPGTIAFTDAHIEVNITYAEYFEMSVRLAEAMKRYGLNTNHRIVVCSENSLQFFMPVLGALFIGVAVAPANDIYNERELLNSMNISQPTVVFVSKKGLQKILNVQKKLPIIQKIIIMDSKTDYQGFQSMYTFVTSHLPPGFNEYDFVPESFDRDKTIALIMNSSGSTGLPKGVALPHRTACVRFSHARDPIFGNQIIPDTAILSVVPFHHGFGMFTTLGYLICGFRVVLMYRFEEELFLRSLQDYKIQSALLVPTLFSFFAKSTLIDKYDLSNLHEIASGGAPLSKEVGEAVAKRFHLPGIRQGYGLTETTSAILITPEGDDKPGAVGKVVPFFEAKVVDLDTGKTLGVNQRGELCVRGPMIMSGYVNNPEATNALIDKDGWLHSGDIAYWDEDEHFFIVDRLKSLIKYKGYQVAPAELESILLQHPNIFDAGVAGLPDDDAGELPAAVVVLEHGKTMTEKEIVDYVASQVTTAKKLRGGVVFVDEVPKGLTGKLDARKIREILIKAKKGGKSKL
# Hsp70 act: Hsp70 transcriptional activation, primary screen; hit rate 0.04% among 200,000; HeLa Hsp70 promoter luciferase reporter, luminescence; scaled: vehicle 0, proteasome-inhibitor control 100%; activation, % at 10 µM;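 active = activation above the mean across all tested compounds plus 3 SD, cutoff set per campaign, cut at about 5.5% in these data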;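 note: 100% = MG132 at 30 µM as the positive control and 0% = DMSO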
# FLuc act counter: affects firefly luciferase, flagging false hits in luciferase stimulation screens. P08659. ATPlite luciferase biochemical, luminescence, 10 min; 0 = ATP-free wells, 1 = DMSO control. activation factor at 10 µM. 200,000 tested, under 10 active. AID 1027;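 active = luciferase activation factor, scaled between plate controls, of at least 2 with compound at 10 µM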
#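 Material: Luciferase/luciferin reagent mix | Doses: Test compounds dosed from 2 mM stocks in 100% DMSO | Timing: 10 min incubation after luciferase reagent addition, room temperature | Measured by: Luminescence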
# DTT redox prof: compounds producing H2O2 with reducing agent – biochemical, NIH compound library profiling, artefact control for MLSCN library redox annotation, primary screen | DTT-dependent redox cycling H2O2, phenol red/HRP absorbance; 100% = 100 µM peroxide control, 0% = buffer | activation, % at 10 µM | hit rate 0.03% among 200,000;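 active = activation of at least 50% relative to the plate's high and low controls in the primary single-dose screen; inactive = activation below 50%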;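 note: compound incubated with DTT at 0.8 mM final as the reducing agent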
# STAT1 act: STAT1 signaling activation; NIH 3T3 STAT1-luciferase reporter, IFN-gamma, luminescence; 100% = IFN-gamma alone, no compound; activation (% of control), % at 5.5 µM; hit rate 2.6% among 200,000;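 active = activation above the screen-wide mean activation plus 3 SD, cut at about 130% in these data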;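 note: raw ratio to IFN-gamma control signal so 100% means no change and 0% no light; values of inactives mirror those of a sister screen read the other way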
# APP transl inh: APP translation inhibition; SH-SY5Y APP 5'UTR-luciferase reporter, luminescence; inhibition, % at 2 µM; hit rate 0.82% among 190,000; AID 1285;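 active = inhibition above a set limit, derived from the sample mean plus 3 SD, cut at about 45% in these data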; note: values of inactives mirror those of a sister screen read the other way
# NF-kB neuron act: compounds increasing NF-kB expression in human neuronal cells | NF-kB reporter expression; hits give high values | fold change at 12.5 µM | hit rate 1.6% among 190,000 | AID 1239; in the data active = fold change above about 3.3
# APP 5'UTR act: activates APP 5'UTR luciferase reporter | SH-SY5Y APP 5'UTR luciferase reporter, luminescence; zero percent = DMSO vehicle wells | activation, % at 2 µM | hit rate 1% among 190,000;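 active = activation above a set limit, based on mean plus 3 SD of controls, cut at about 140% in these data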; note: values of inactives mirror those of a sister screen read the other way
# Efa HMGR inh: inhibitors of class II HMG-CoA reductase from Enterococcus faecalis | purified E. faecalis HMGR, NADPH absorbance 340 nm kinetic | inhibition, % at 10 µM | hit rate 0.41% among 190,000 | AID 1066;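 active = inhibition above a set limit, the median over all tested compounds plus 3 SD, cut at about 9.5% in these data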;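 note: enzyme runs in reverse so mevalonate oxidation gives rising NADPH absorbance; 0% = complete reaction with DMSO and 100% = background rate lacking mevalonate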
# G6PDH counter: L. mesenteroides G6PDH inhibition counter-screen; Purified L. mesenteroides G6PDH, diaphorase/resazurin coupled fluorescence, 45 min; inhibition, % at 5 µM; hit rate 0.12% among 200,000; AID 1020; in the data active = inhibition above about 50%
# * hit, by the source's call; nt = not tested or not shown.
[1] O=C(CSc1nnc(-c2ccc(S(=O)(=O)N3CCCC3)cc2)o1)NCC1CCCO1 (configuration not stated)
[2] Cc1c(C(=O)Nc2nnc(C(F)(F)F)s2)oc2ccccc12
[3] CC1(C)CC(NC(=O)COc2ccc3ccccc3c2)CC(C)(C)N1
[4] Cn1cc(C(=O)c2ccc(Cl)cc2)cc1-c1nc2ccccc2n1C
[5] COc1ccc(-n2cc(C(=O)O)c3ccccc3c2=O)cc1
[6] COc1ccc(CCN2C(=O)C3CC(C)=C(C)CC3C2=O)cc1OC (configuration not stated)
[7] Cc1ccc(-c2c(C(=O)NCc3ccc(F)cc3)oc(=O)c3ccccc23)cc1
[8] CC(C)CNS(=O)(=O)c1cc(C(=O)OCC(=O)c2ccc3c(c2)OCCO3)c(Cl)cc1Cl
compound no.	1	2	3	4	5	6	7	8
FLuc inh counter	-10	18	-4	-7	-8	-1	-2	6
Hsp70 act	-0.3	nt	0.0	-0.5	-0.4	-0.2	-0.3	-0.2
FLuc act counter	1.1	0.8	1	1.1	1.1	1	1	0.9
DTT redox prof	-0.2	nt	-1.1	3.1	-0.2	-1.0	-0.2	-0.1
STAT1 act	98	nt	100	85	93	90	100	94
APP transl inh	-11	nt	-16	nt	8	2	3	18
NF-kB neuron act	1.1	1.6	0.88	0.49	1.1	0.98	0.86	1.2
APP 5'UTR act	11	nt	16	nt	-7	-2	-3	-18
Efa HMGR inh	0	-4	-3	4	1	0	-4	4
G6PDH counter	7	2	1	7	11	1	3	0

[9] CC(C)OC(=O)CC(=O)CSc1nc2c(c(-c3cccs3)c1C#N)CCC2
[10] O=c1c2c3c(sc2ncn1Cc1ccc(F)cc1)CCC3
[11] CCOC(=O)c1ccc(NC(=O)CSCc2ccco2)cc1
[12] C=CCN=C1SC(C)(C)C(=O)N1S(=O)(=O)c1ccc(C)cc1
[13] Cc1c(NC(=O)c2cccc(-c3cc4ccccc4oc3=O)c2)cccc1-c1nc2ncccc2o1
[14] COc1cc(CNc2ccccc2SC)ccc1O
[15] Cc1noc(C)c1COC(=O)c1cccc(S(=O)(=O)N2c3ccccc3CC2C)c1 (configuration not stated)
[16] CCCC(=O)C1=C(N2CCCCC2)CC(C)(C)C(C(=O)OC)C1=O (configuration not stated)
compound no.	9	10	11	12	13	14	15	16
FLuc inh counter	1	-1	-3	-5	-8	-5	-8	-7
Hsp70 act	-0.2	0.1	-0.2	0.0	-0.2	-0.3	-0.2	-0.1
FLuc act counter	1	1	1	1	1.1	1.1	1.1	1.1
DTT redox prof	0.8	0.5	2.5	-0.6	0.7	0.0	0.1	0.0
STAT1 act	103	101	105	88	109	106	90	103
APP transl inh	19	7	-6	-2	-2	-1	3	4
NF-kB neuron act	0.84	0.93	1.8	1.4	1.2	1.4	0.89	0.89
APP 5'UTR act	-19	-7	6	2	2	1	-3	-4
Efa HMGR inh	-1	-3	-8	-3	-1	-3	1	-1
G6PDH counter	-12	4	-24	3	-12	10	2	6

# Record cards (already shown). Order of screens: FLuc inh counter, Hsp70 act, FLuc act counter, DTT redox prof, STAT1 act, APP transl inh, NF-kB neuron act, APP 5'UTR act, Efa HMGR inh, G6PDH counter
# Cc1c(NC(=O)c2cccc(-c3cc4ccccc4oc3=O)c2)cccc1-c1nc2ncccc2o1 is entered as -8, -0.2, 1.1, 0.7, 109, -2, 1.2, 2, -1, -12
# C=CCN=C1SC(C)(C)C(=O)N1S(=O)(=O)c1ccc(C)cc1 is entered as -5, 0.0, 1, -0.6, 88, -2, 1.4, 2, -3, 3
# O=C(CSc1nnc(-c2ccc(S(=O)(=O)N3CCCC3)cc2)o1)NCC1CCCO1 (configuration not stated) is entered as -10, -0.3, 1.1, -0.2, 98, -11, 1.1, 11, 0, 7
# Cc1c(C(=O)Nc2nnc(C(F)(F)F)s2)oc2ccccc12 is entered as 18, nt, 0.8, nt, nt, nt, 1.6, nt, -4, 2

# Additional entries
[17] N/C(=N\O)c1ccccc1N1CCCCC1
[18] CC1CCC/C(=N/NC(=O)c2ccccc2-n2cccc2)C1 (configuration not stated)
[19] C/C(=N\NC(=O)Cc1cccn1C)c1cccc2ccccc12
[20] CC(CN1CCOCC1)OC(=O)C(c1ccccc1)c1ccccc1 (configuration not stated)
[21] COc1cccc(N2CCN(C(=S)Nc3cc(C)cc(C)c3)CC2)c1
[22] O=C(NCc1cccnc1)c1cn(CCc2ccccc2)nn1
[23] COc1cccc(CNC(=O)C2CCN(Cc3cnn(-c4ccccc4)c3-n3cccc3)CC2)c1
[24] COc1ccc(CCn2nnnc2C(c2ccccc2)N2CCN(C)CC2)cc1OC (configuration not stated)
compound no.	17	18	19	20	21	22	23	24
FLuc inh counter	-2	-7	-5	-7	-3	-11	-6	-7
Hsp70 act	-0.1	0.1	-0.3	0.1	0.1	-0.2	-0.6	-0.2
FLuc act counter	1	1.1	1	1.1	1	1.1	1.1	1.1
DTT redox prof	0.3	-0.8	0.3	-1.6	0.5	2.3	0.3	-0.2
STAT1 act	87	98	97	99	97	101	94	108
APP transl inh	8	22	-16	-6	14	-2	-7	4
NF-kB neuron act	1.1	1.1	1	1.2	1.1	1	0.77	1.4
APP 5'UTR act	-8	-22	16	6	-14	2	7	-4
Efa HMGR inh	-2	-2	-2	-7	-5	-3	2	-3
G6PDH counter	8	-1	-1	1	10	-7	-1	9

[25] O=c1[nH]c(CSc2nc3ccccc3o2)nc2c1cnn2-c1ccccc1
[26] CSc1nnc(-c2ccco2)c(-c2ccco2)n1
[27] CCOC(=O)Cn1c(=O)oc2cc(S(=O)(=O)NCCC(C)C)ccc21
[28] O=C(c1ccc(COc2ccc(Cl)cc2)cc1)N1CCCCC1
[29] C=CCOc1c(Br)cc(/C=N/Nc2ccc(C(=O)O)cc2)cc1OCC
[30] CC1CSc2n(-c3cccc(C(F)(F)F)c3)cc(-c3ccccc3)[n+]21 (configuration not stated)
[31] CCn1cc2c(c1-c1cccc(C)c1)c(=O)n(C)c(=O)n2C
[32] Cc1c(C(=O)Nc2cccc3cccnc23)oc2ccccc12
compound no.	25	26	27	28	29	30	31	32
FLuc inh counter	0	4	-1	0	-2	-2	-5	-5
Hsp70 act	-0.3	-0.1	-0.2	-0.1	0.8	-0.3	0.0	-0.5
FLuc act counter	1	1	1	1	1	1	1	1.1
DTT redox prof	-0.8	-0.2	-1.0	0.4	0.1	-3.0	-2.7	1.4
STAT1 act	107	99	90	117	124	83	101	100
APP transl inh	-1	14	-20	-38	-104	-23	-28	12
NF-kB neuron act	1	1.1	1.1	1.1	2.1	1.1	1.1	1.1
APP 5'UTR act	1	-14	20	38	104	23	28	-12
Efa HMGR inh	1	-3	2	2	1	3	-1	-5
G6PDH counter	4	27	0	7	1	2	4	7

[33] CCOC(=O)N1CCN(C(=O)CS(=O)(=O)c2cn(Cc3cccc(F)c3)c3ccccc23)CC1
[34] Cc1ccc(OCc2nc3ccccc3[nH]2)cc1
[35] CCN(CC(=O)Nc1ccc(NC(C)=O)cc1)C(=O)/C=C/c1cccs1
[36] Cn1ncc([N+](=O)[O-])c1C(=O)Nc1ccc2c(c1)OCCO2
[37] CSC1=C(C#N)C(c2ccc(C)s2)CC(=O)N1 (configuration not stated)
[38] CCOc1ccccc1NC(=O)C(Sc1nnnn1C)c1ccccc1 (configuration not stated)
[39] Cc1ccc(NS(=O)(=O)c2cccc(C(=O)NCC(c3cccs3)N(C)C)c2)cc1 (configuration not stated)
[40] CCCCNC(=O)c1onc(CSc2cccc(OC)c2)c1C(=O)O
compound no.	33	34	35	36	37	38	39	40
FLuc inh counter	0	88*	-5	-7	-7	-2	-6	-9
Hsp70 act	-0.3	-0.5	-0.4	0.4	-0.5	-0.3	-0.3	-0.1
FLuc act counter	1	0.1	1.1	1.1	1.1	1	1.1	1.1
DTT redox prof	-0.1	-0.6	0.0	-6.2	-0.8	-1.4	0.3	-4.0
STAT1 act	101	147*	107	102	102	94	103	104
APP transl inh	-12	-164	-1	-22	-7	-13	7	9
NF-kB neuron act	0.93	1.1	1	0.86	1.1	1.2	0.97	1.1
APP 5'UTR act	12	164*	1	22	7	13	-7	-9
Efa HMGR inh	1	-5	0	-8	2	4	-3	-4
G6PDH counter	4	10	-7	2	0	0	2	4

[41] CSc1ccccc1C(=O)C1CCCN(C(=O)c2csnn2)C1 (configuration not stated)
[42] Cc1nonc1NC(=O)CSc1nc(C2CCCCC2)nc2ccccc12
[43] C/C(=N\NC(=O)c1ccc([N+](=O)[O-])cc1)c1c(O)cc(C)oc1=O
[44] CC(=O)N1N=C(C)CC1c1ccc(OCc2ccccc2)cc1 (configuration not stated)
[45] C=CCSc1nc(C)c(Cc2cccc3ccccc23)c(=O)[nH]1
[46] Cc1nn2c(COc3ccc(NC(=O)c4ccccc4)cc3)nnc2c2ccccc12
[47] Cc1nc2c([nH]1)C1(CCN(Cc3ccccc3)CC1)C(C#N)=C(N)O2
[48] O=C1CSC(=S)N1N=C1CCCCCC1
compound no.	41	42	43	44	45	46	47	48
FLuc inh counter	1	-2	-3	-6	1	15	-3	1
Hsp70 act	-0.2	0.1	-0.5	-0.3	0.2	-0.1	-0.2	-0.2
FLuc act counter	1	1	1	1.1	1	0.8	1	1
DTT redox prof	-0.1	-0.9	-0.1	0.0	0.1	0.4	0.2	-0.5
STAT1 act	105	99	96	100	99	92	100	100
APP transl inh	-8	-12	10	4	-7	-17	-4	-12
NF-kB neuron act	2	1.3	1.2	0.85	1	1	1.5	0.91
APP 5'UTR act	8	12	-10	-4	7	17	4	12
Efa HMGR inh	-9	0	-3	-4	2	4	17*	-2
G6PDH counter	12	6	1	-13	22	0	12	38

[49] CCOC(=O)N1CCN(C(=O)Cn2ncc3c2-c2ccccc2OC3)CC1
[50] N#Cc1nc(-c2ccc(OCc3ccc(Cl)cc3)cc2)oc1N1CCOCC1
[51] COc1cc(C2C(C#N)=C(N)OC3=C2C(=O)CCC3)c([N+](=O)[O-])cc1OC (configuration not stated)
[52] Cc1c(C)[n+](=O)c(-c2ccc(F)cc2)c(C)n1[O-]
[53] O=[N+]([O-])c1ccc(N2CCN(S(=O)(=O)c3ccccc3)CC2)cc1NCc1cccnc1
[54] CNCc1cc(Br)c(OCC(=O)Nc2ccccc2OC)c(OC)c1
[55] Cc1cccc(NC(=S)N/N=C2\CC(C)(C)Oc3ccc(O)cc32)c1
[56] Cc1cccc2[nH]c3c(N4CCC5(CC4)OCCO5)ncnc3c12
[57] Cc1ccc(OCC(=O)N2CCc3ccccc32)cc1
[58] CC1CN(C(=O)N(C)C)CCN1C(=O)N(C)C (configuration not stated)
compound no.	49	50	51	52	53	54	55	56	57	58
FLuc inh counter	-3	-9	-9	-8	-4	-6	0	-2	78*	-5
Hsp70 act	0.0	-0.4	-0.3	0.2	-0.1	-0.1	-0.5	-0.4	1.5	-0.4
FLuc act counter	1	1.1	1.1	1.1	1	1.1	1	1	0.2	1.1
DTT redox prof	-0.7	-1.6	-3.4	-0.6	1.9	-0.4	0.6	-3.4	0.0	-0.8
STAT1 act	97	106	99	100	93	97	97	92	155*	109
APP transl inh	5	6	7	-11	-5	-4	0	9	-156	-7
NF-kB neuron act	0.94	0.96	0.96	1	0.38	0.81	0.91	0.59	2.6	1.1
APP 5'UTR act	-5	-6	-7	11	5	4	0	-9	156*	7
Efa HMGR inh	-8	2	-2	-3	1	3	-10	-5	2	1
G6PDH counter	2	3	23	7	-48	9	-16	5	-5	7
